TAAR1 antag – antagonists of human TAAR1; Q96RJ0; CHO RD-HGA16 TAAR1, Fluo-8 calcium fluorescence, antagonist; inhibition, % at 3 µM; hit rate 1.5% among 360,000; AID 624466;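 active means inhibition above a per-plate cutoff, the mean inhibition of test compounds on that plate plus 3 SD, cut at about 49% in these data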;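 further: 0% = DMSO plus EC80 beta-PEA response and 100% = DMSO alone without agonist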
Target sequence (Q96RJ0 whole entry, looked up): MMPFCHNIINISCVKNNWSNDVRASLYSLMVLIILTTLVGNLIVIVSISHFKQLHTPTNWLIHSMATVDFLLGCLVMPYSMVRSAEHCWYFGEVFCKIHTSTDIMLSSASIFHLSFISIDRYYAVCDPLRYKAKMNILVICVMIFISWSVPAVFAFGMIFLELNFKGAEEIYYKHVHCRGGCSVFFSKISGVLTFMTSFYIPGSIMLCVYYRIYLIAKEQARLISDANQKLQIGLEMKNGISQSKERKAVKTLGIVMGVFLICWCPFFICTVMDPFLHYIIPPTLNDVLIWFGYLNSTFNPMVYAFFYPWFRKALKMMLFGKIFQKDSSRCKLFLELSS
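Test system: hTAAR1-expressing CHO RD-HGA16 cells, Gα16-coupled; Probe or stimulus: EC80 β-phenethylamine stimulus; Compound dosing: single nominal final test compound concentration of 3 µM; Timing: 140 s kinetic read after compound, 140 s after agonist; Signal: Fluo-8 calcium-sensitive fluorescence; Measure: % inhibition of agonist calcium response; Controls: DMSO and EC80 PEA controls.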
CHRM4 PAM – positive allosteric modulators of human muscarinic M4 receptor; P08173; CHO-K1 hM4/Gqi5, Fluo-8 calcium fluorescence, ACh EC20; 0% = ACh EC20, 100% = maximal ACh; activation, % at 3 µM; hit rate 0.4% among 360,000;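 active means activation above its plate's cutoff, the mean activation of sample wells plus 3 SD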; further: some results filed as inactive read as strong as hits
Target sequence (P08173 whole entry, looked up): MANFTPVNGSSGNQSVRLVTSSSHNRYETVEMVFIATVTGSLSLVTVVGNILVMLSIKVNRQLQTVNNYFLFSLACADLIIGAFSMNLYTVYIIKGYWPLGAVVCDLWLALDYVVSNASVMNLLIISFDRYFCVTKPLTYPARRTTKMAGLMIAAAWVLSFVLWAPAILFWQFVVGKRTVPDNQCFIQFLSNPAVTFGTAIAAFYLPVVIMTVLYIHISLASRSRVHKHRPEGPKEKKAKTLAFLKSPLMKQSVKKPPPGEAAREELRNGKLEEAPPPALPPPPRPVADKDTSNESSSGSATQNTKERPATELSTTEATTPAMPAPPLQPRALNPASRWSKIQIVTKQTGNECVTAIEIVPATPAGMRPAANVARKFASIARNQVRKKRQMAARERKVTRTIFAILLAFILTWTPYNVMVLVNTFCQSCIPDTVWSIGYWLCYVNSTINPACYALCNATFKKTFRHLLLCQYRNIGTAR
CRFR2-BP antag – blocks CRF-induced signaling of the CRF-BP/CRF-R2 complex. inhibition, % at 11.8 µM. HEK293 CRF-R2/CRF-BP, CRF-induced calcium fluorescence. hit rate 0.59% among 350,000;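 active means inhibition of the ligand-induced calcium signal above about 50% at the single tested concentration, limit read from the data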
TAAR1 ag – human TAAR1 agonism; Q96RJ0; hit rate 0.99% among 360,000; activation, % at 3 µM; AID 624467; CHO RD-HGA16 TAAR1, Fluo-8 calcium fluorescence; vehicle wells 0%, saturating PEA agonist 100%;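 active means activation above the mean activation of all test compounds in the run plus 3 SD, cut at about 38% in these data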
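System: CHO-derived RD-HGA16 cells with stable Gα16 and human TAAR1. Times: 17-24 h plating, Fluo-8 75 min 37 °C, 30 min RT. Measured by: calcium-sensitive Fluo-8 signal, excitation 470-495, emission 515-575 nm. Read-out basis: % activation relative to PEA EC100 response. Control set: DMSO and PEA EC100. Repeats: no replicates (n 1).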
CHRM5 agonist – CHRM5 agonism in calcium assay; P08912; CHO-K1 hM5 cells, Fluo-8 calcium fluorescence; 0% DMSO wells, 100% maximal acetylcholine response; activation, % at 3 µM; hit rate 0.19% among 360,000; AID 624037;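 active means activation above the run's mean over test compounds plus 3 SD, cut at about 23% in these data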;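 further: signal is peak over basal fluorescence ratio across the kinetic read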
CRFBP-R2 agonist – CRF-BP/CRF-R2 complex agonism | HEK293 CRF-R2/CRF-BP, calcium dye fluorescence (FLIPR); percent of saturating CRF peptide response | activation, % at 13.2 µM | hit rate 0.46% among 350,000;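 active means activation of at least 50%, plus an integration ratio under a set limit after plate pattern correction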;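 further: plate controls were neutral control wells without compound for no effect and CRF at EC100 for full effect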
M1 PAM parental – nonselective activator or artifact in parental CHO-K1 calcium assay | hit rate 0.02% among 360,000 | ATP EC20, Fluo-8 calcium fluorescence; 0% at ATP EC20, 100% at ATP max | activation, % at 3 µM | AID 602247;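 active means activation above the run cutoff, the mean activation of all test compounds plus 3 SD, cut at about 40% in these data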;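 further: peak over basal fluorescence ratio in a 140 s read after ATP addition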
CHRM5 PAM – CHRM5 positive allosteric modulation. hit rate 0.3% among 360,000. activation, % at 3 µM. CHO-K1 hM5, Fluo-8 calcium, ACh EC20 PAM; 0% = ACh EC20, 100% = ACh EC100;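 active means activation above the run cutoff, the mean activation of all test compounds plus 3 SD, cut at about 18% in these data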
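Assay system – human M5 receptor in CHO-K1 cells · Read-out – % activation, ACh-normalized · Technique – Fluo-8 calcium fluorescence · Dosing – single-point, 3 µM nominal · Incubation – Fluo-8 loading 80 min at 37 °C plus 30 min room temperature · Repeats – singlicate, one well per test compound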
M5 antag – antagonists of human muscarinic M5 receptor (CHRM5) | P08912 | CHO-hM5 cells, Fluo-8 calcium fluorescence, ACh EC80 | inhibition, % at 3 µM | hit rate 0.59% among 360,000 | AID 624040;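 active means inhibition above a per-plate cutoff, the mean of that plate's test compounds plus 3 SD, cut at about 27% in these data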;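 further: 0% = acetylcholine EC80 with DMSO and 100% = DMSO without agonist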
Numbers without * were called inactive; . = no result given.

Order of values – TAAR1 antag	CHRM4 PAM	CRFR2-BP antag	TAAR1 ag	CHRM5 agonist	CRFBP-R2 agonist	M1 PAM parental	CHRM5 PAM	M5 antag
(1) Cc1ccc2nc(NC(=O)c3cccs3)sc2c1
    16.8	0.2	-21.9	15.0	5.3	-0.4	17.8	-4.5	1.3
(2) CC(Oc1ccc(Cl)cc1)C(=O)NNC(=S)NC(=O)c1ccco1 (stereo unspecified)
    48.9*	-9.9	-47.1	116.5*	26.3*	134.6*	6.1	-11.4	6.5
(3) CCOc1cc(/C=N/O)ccc1OCc1ccc(F)cc1
    -7.6	4.4	0.7	-1.4	-2.6	-3.1	26.2	-4.8	5.3
(4) CN(C)S(=O)(=O)c1cc(NC(=O)[C@H](Cc2ccccc2)N2C(=O)c3ccccc3C2=O)ccc1Cl
    25.8	-8.0	-16.6	5.7	-1.2	2.7	-10.1	-13.5	14.4
(5) CCCCCCCNC(=O)C1(CC2CC(c3cccc(Br)c3)=NO2)CCN(C(=O)c2cc(OCC)c(OCC)c(OCC)c2)CC1 (stereo unspecified)
    -3.5	13.5	9.8	0.0	0.3	7.6	-1.4	-0.5	-9.5
(6) CCc1cc2c(cc3c(=O)n(CC(=O)N4CCN(c5ccccn5)CC4)nc(CC)n32)s1
    -27.8	3.1	21.1	11.8	-1.2	0.4	15.8	1.4	2.2
(7) O=C(O)c1ccc2c(c1)CCC2
    10.4	-0.2	7.9	15.4	1.2	-1.4	9.8	-0.6	1.6
(8) CCOCCCNC(=S)N1CCCN(c2nc3cc(C)ccc3cc2C#N)CC1
    -12.2	2.0	-1.9	9.7	-1.1	3.1	20.3	1.1	2.8
(9) O=C(c1ccc(F)cc1)C1CCN(C(=O)c2ccccc2)CC1
    -14.3	3.5	-18.7	3.0	6.3	0.5	-12.7	8.8	-11.8
(10) C=CCSc1nc2c(c(=N)n1CC=C)C1CCCC1S2 (stereo unspecified)
    -14.4	10.2	-0.6	8.4	0.5	-1.4	29.2	4.0	-2.6
(11) CCOc1[nH]n(-c2ccccc2)c(=O)c1C=NCC(=O)OC
    14.6	6.7	-0.2	4.2	-2.9	-1.2	14.9	-7.9	19.1
(12) O=C(OCC(=O)c1ccccc1Br)c1ccncc1
    -24.7	-2.4	-4.4	0.0	-1.4	-1.1	17.2	4.9	2.6
(13) Cc1ccc(-c2nnn(CC(=O)N(CC3CCCO3)C(C(=O)NC3CCCC3)c3ccc(O)cc3)n2)o1 (stereo unspecified)
    5.3	1.3	-7.5	-0.8	-3.7	0.4	2.7	7.5	7.3
(14) Cc1cc(C(=O)O)c2ccccc2n1
    5.7	13.2	24.7	-0.5	-0.5	0.8	3.7	2.5	-12.7
(15) Cc1cc(C)nc(SCc2nnc(SCC(=O)N3CCOCC3)o2)n1
    -17.1	1.1	10.8	3.2	-7.0	-1.7	13.4	11.5	-3.7
(16) O=C(NCCN1CCN(c2ccccc2)CC1)c1ccccc1F
    -4.5	-4.4	3.8	0.7	-4.8	0.1	-9.5	-1.2	6.0
(17) O=C(Nc1c(C(=O)N2CCOCC2)cnn1-c1ccccc1)c1ccccc1F
    4.1	0.6	9.4	1.3	-3.4	-0.9	21.5	-0.3	3.9
(18) CC(C)NC(=O)c1onc(CSc2ccc(F)c(F)c2)c1C(=O)O
    10.7	-6.0	1.5	7.4	-0.9	-2.3	-6.5	-1.8	17.0
(19) COc1ccc(Nc2ncnc3ccccc23)c(OC)c1
    1.6	-4.6	0.5	8.5	-3.2	-1.1	15.6	-5.3	-2.7
(20) OC1(C#CCN2CCCC2)CCCCC1
    -7.2	-5.8	8.2	1.8	-23.5	-0.7	6.1	-17.8	4.0
(21) Cc1ccc(S(=O)(=O)Nc2ccccc2F)cc1C(=O)N1CCCC1
    -1.7	15.0	-2.4	10.9	-1.9	-0.5	13.5	-2.6	-0.8
(22) COc1ccccc1-c1c(C)nn2c(N3CCOCC3)cc(C)nc12
    -18.0	0.2	3.4	2.2	-3.1	-0.4	23.0	-2.8	7.0
(23) CC(=O)c1ccc2c(c1)c(C#N)c1ccccc1[n+]2[O-]
    -26.0	-0.2	-60.8	1.1	-4.1	101.4*	7.5	-4.5	13.9
(24) CCOC(=O)CSc1nc2c(c(=O)[nH]c(=O)n2C)n1CCCc1ccccc1
    -11.2	4.2	4.3	3.6	-3.7	-1.0	15.9	-2.6	-5.8
(25) CCNC(=O)N(C)C[C@H]1N[C@@](C)(C(=O)OC)[C@H]2C(=O)N(C)C(=O)[C@@H]12
    -24.2	-0.9	3.2	4.4	1.9	-0.4	7.6	-2.4	-6.3
(26) N#Cc1cccc(N2[C@@H](Cc3cc4ccccc4n3Cc3ccccc3)COC[C@H]2Cc2ccc3ccccc3c2)c1
    -7.8	6.6	-8.1	3.1	1.0	-1.1	6.7	2.7	0.7
(27) CC(C)c1ccc2oc(-c3ccc(N)cc3)nc2c1
    10.2	8.7	-19.5	16.4	6.3	0.4	17.7	6.4	-8.8
(28) C=CCC[C@H](Cc1ccc(F)cc1)C(=O)OC[C@@H](C)NC(=O)[C@@H](CC=C)CC(=O)N[C@@H](CO)Cc1ccccc1
    .	2.2	-0.1	.	1.1	0.0	19.5	0.6	-5.7
(29) CC(=O)Nc1ccc(NC(=O)C(C)OC(=O)CNC(=O)c2cccs2)cc1 (stereo unspecified)
    -9.3	7.2	-0.3	0.0	-7.5	-0.3	3.9	-31.7	97.0*
(30) COC(=O)[C@@]12C[C@@H](CC(=O)NCCC(C)C)C(=O)N(Cc3ccccc3)C1=CCC(C)(C)C2
    -12.1	-0.7	.	-0.1	-2.4	.	.	-0.8	3.0
(31) c1ccc(C[C@H]2CN=C(Nc3ccccc3)N2CC2CCCCCC2)cc1
    13.4	-6.6	-6.1	29.6	2.2	8.6	-5.6	2.2	0.8
(32) COCCCn1c(SCC(=O)Nc2cccc(C)n2)nnc1-c1ccco1
    8.7	8.8	-4.0	7.7	-4.6	-1.4	12.0	-2.9	-0.2
(33) CC(=O)c1cccc(NC(=O)C2Cc3c(-c4cccc(F)c4)ccnc3O2)c1 (stereo unspecified)
    19.3	-11.7	.	8.8	5.0	.	3.4	-13.6	6.7
(34) Cc1ccccc1OCc1nc(-c2ccc(NC(=O)c3ccc4c(c3)OCO4)cc2)no1
    6.4	-0.1	-29.9	1.3	0.9	10.2	-4.9	-4.8	5.1
(35) CC(=O)/C=C1/C(=O)Nc2ccccc21
    6.8	1.9	11.2	12.6	0.3	3.5	-10.0	9.2	28.4*
(36) Cc1ccc(S(=O)(=O)N2CCN(C(=O)Cc3c(F)cccc3Cl)CC2)cc1
    -6.3	-2.5	-9.3	0.1	-1.1	1.3	-18.5	-2.5	6.8
(37) O=C(O)c1ccc(-c2ccc(Cl)cc2Cl)o1
    16.0	12.6	10.7	1.7	0.1	-1.2	24.9	-2.4	-2.9
(38) COc1ccc(-c2nc(SCc3ccccc3)n(S(C)(=O)=O)n2)cc1
    -1.1	8.4	-23.0	4.1	-5.1	7.5	25.1	5.8	-5.2
(39) Cc1csc(NC(=O)CCc2c(C)nc3cc(-c4cccc(F)c4)nn3c2C)n1
    18.9	-4.7	4.8	2.1	0.6	-1.1	6.7	-0.8	2.3
(40) COc1ccc(CC(=O)OCC(=O)N2CCCC(C)C2)cc1 (stereo unspecified)
    11.7	0.0	-6.8	-1.8	-0.9	-0.9	1.4	0.3	12.6
(41) Cc1cc(NC(=O)Cn2cnc3c(nnn3-c3ccc(C)c(Cl)c3)c2=O)no1
    0.6	-3.5	-16.0	1.1	5.0	2.6	-4.5	1.8	12.5
(42) COc1ccccc1S(=O)Cc1ccc(C(=O)O)o1 (stereo unspecified)
    -3.2	20.2	0.4	3.4	-2.5	0.5	1.6	-1.9	-3.1
(43) Cc1cc(C)c(C(=O)CC(=O)c2cccnc2)c(C)c1
    -30.7	5.9	-17.6	7.9	-1.1	4.0	0.8	17.4	12.2
(44) Cc1cccc(NC(=O)NC(=O)c2ccccc2)n1
    -7.6	4.8	4.5	0.1	1.4	-0.8	13.9	7.5	-0.7
(45) Cc1ccc(S(=O)(=O)Nc2cccc(Oc3cnccn3)c2)cc1
    -4.7	-5.0	19.9	4.4	-1.9	0.4	18.2	-9.9	10.4
(46) O=c1cc(N2CCN(c3ccccc3)CC2)[nH]c(=O)n1-c1ccccc1Cl
    -19.9	-0.7	20.8	3.9	0.4	0.2	16.0	2.5	-1.0
(47) Cc1noc(C)c1C(=O)Nc1cccc2ncccc12
    -8.8	-1.8	-6.1	2.1	0.8	1.8	-3.6	-0.7	-5.4
(48) CN(C)c1ccc(C=NNC(=O)c2cccc3ccccc23)c(Cl)c1
    21.2	9.4	21.6	1.5	1.1	-1.4	14.4	-7.8	0.6

Structures shown so far that contain fluorine:
Order of values – TAAR1 antag	CHRM4 PAM	CRFR2-BP antag	TAAR1 ag	CHRM5 agonist	CRFBP-R2 agonist	M1 PAM parental	CHRM5 PAM	M5 antag
(3) CCOc1cc(/C=N/O)ccc1OCc1ccc(F)cc1
    -7.6	4.4	0.7	-1.4	-2.6	-3.1	26.2	-4.8	5.3
(9) O=C(c1ccc(F)cc1)C1CCN(C(=O)c2ccccc2)CC1
    -14.3	3.5	-18.7	3.0	6.3	0.5	-12.7	8.8	-11.8
(16) O=C(NCCN1CCN(c2ccccc2)CC1)c1ccccc1F
    -4.5	-4.4	3.8	0.7	-4.8	0.1	-9.5	-1.2	6.0
(17) O=C(Nc1c(C(=O)N2CCOCC2)cnn1-c1ccccc1)c1ccccc1F
    4.1	0.6	9.4	1.3	-3.4	-0.9	21.5	-0.3	3.9
(18) CC(C)NC(=O)c1onc(CSc2ccc(F)c(F)c2)c1C(=O)O
    10.7	-6.0	1.5	7.4	-0.9	-2.3	-6.5	-1.8	17.0
(21) Cc1ccc(S(=O)(=O)Nc2ccccc2F)cc1C(=O)N1CCCC1
    -1.7	15.0	-2.4	10.9	-1.9	-0.5	13.5	-2.6	-0.8
(28) C=CCC[C@H](Cc1ccc(F)cc1)C(=O)OC[C@@H](C)NC(=O)[C@@H](CC=C)CC(=O)N[C@@H](CO)Cc1ccccc1
    .	2.2	-0.1	.	1.1	0.0	19.5	0.6	-5.7
(33) CC(=O)c1cccc(NC(=O)C2Cc3c(-c4cccc(F)c4)ccnc3O2)c1 (stereo unspecified)
    19.3	-11.7	.	8.8	5.0	.	3.4	-13.6	6.7
(36) Cc1ccc(S(=O)(=O)N2CCN(C(=O)Cc3c(F)cccc3Cl)CC2)cc1
    -6.3	-2.5	-9.3	0.1	-1.1	1.3	-18.5	-2.5	6.8
(39) Cc1csc(NC(=O)CCc2c(C)nc3cc(-c4cccc(F)c4)nn3c2C)n1
    18.9	-4.7	4.8	2.1	0.6	-1.1	6.7	-0.8	2.3

Source: PubChem BioAssay
